Compound activity deposited in PubChem by several laboratories.
TRPM1 prom inh = inhibitors of MITF-driven TRPM1 promoter in melanoma cells | AID 488899 | 330,000 compounds, 0.83% hits | inhibition, % at 12.5 µM | SK-MEL-5 TRPM1 promoter luciferase, 24 h;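 active = mean inhibition across replicates of 60% or more, whatever share of single replicates reaches that level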; also: values of inactives mirror those of a sister screen read the other way
Shn3 inh set2 = inhibitors of Schnurri-3 3'UTR reporter in osteoblasts; Clone20 osteoblast Shn3 3'UTR firefly luciferase, 24 h; inhibition, % at 12.5 µM; 360,000 compounds, 0.52% hits;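 active = mean inhibition of at least 75% with every replicate also reaching 75%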;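 also: 0% = median of neutral control wells and 100% = pilot-screen positive control compound; some compounds past the cut are filed as inactive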
NR2E3 ag-1 = agonists of human NR2E3 nuclear receptor; Q9Y5X4; CHO-S Gal4-NCOR/VP16-NR2E3 two-hybrid, luciferase; inhibition of corepressor binding, % at 3.98 µM; 360,000 compounds, 0.35% hits; AID 602229;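 active = inhibition above the mean of all tested compounds plus 3 SD, cut at about 70% in these data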;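 also: 0% = DMSO with NR2E3 transfected cells and 100% = cells lacking NR2E3 construct; higher means lower luciferase signal from less NR2E3 corepressor binding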
Target sequence (Q9Y5X4 whole entry, looked up, the tested form may be a part): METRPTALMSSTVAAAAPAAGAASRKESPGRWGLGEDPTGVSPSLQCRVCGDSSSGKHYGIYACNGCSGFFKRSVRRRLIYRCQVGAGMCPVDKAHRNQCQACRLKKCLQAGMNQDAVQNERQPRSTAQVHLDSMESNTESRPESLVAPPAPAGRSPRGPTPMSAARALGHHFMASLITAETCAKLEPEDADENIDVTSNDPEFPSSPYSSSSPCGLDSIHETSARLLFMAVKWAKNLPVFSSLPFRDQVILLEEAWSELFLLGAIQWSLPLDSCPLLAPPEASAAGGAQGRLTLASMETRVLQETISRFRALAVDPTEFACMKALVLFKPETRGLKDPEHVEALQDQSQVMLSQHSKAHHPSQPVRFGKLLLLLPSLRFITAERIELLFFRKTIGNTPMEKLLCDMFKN
Peg3 promoter = reduces Peg3 promoter-driven luciferase expression in HeLa. inhibition, % at 20 µM. 360,000 compounds, 1.7% hits. AID 588405. HeLa PEG-Prom luciferase reporter, luminescence, overnight;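 active = inhibition of at least 50% at 20 µM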
CF NFkB block = cystic fibrosis NF-kB activation inhibition | KKLEB NF-kB-GFP reporter, PAF-induced, GFP fluorescence overnight | inhibition, % at 5 µM | AID 588850 | 360,000 compounds, 0.86% hits;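 active = at least 50% inhibition at 5 µM, scaled per plate between neutral and stimulator controls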;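 also: PAF is a Pseudomonas aeruginosa culture filtrate used as stimulus; plate controls were PAF-stimulated DMSO wells for no effect and unstimulated DMSO wells for full effect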
hiPSC survival = enhancers of human iPSC single-cell survival; 360,000 compounds, 0.044% hits; hiPSC single-cell survival, ATPlite luminescence; 100% = ROCK inhibitor wells, 0% = DMSO; survival enhancement, % at 20 µM; AID 602274; in the data active = survival enhancement above about 18%;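 also: cells exposed to compounds for 16 hours before the ATP read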
HIF-2a block = blocks HIF-2a reporter activity; 786-0 RCC cells HIF-2a reporter, luciferase luminescence, overnight; inhibition, % at 18.8 µM; 360,000 compounds, 0.72% hits; AID 624352;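 active = inhibition of the luminescence signal of 40% or more relative to plate controls, in a single-dose primary screen at 18.75 µM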
KKLEB tox = reduces viability of KKLEB cystic fibrosis airway cells; KKLEB CF airway cells viability, ATPlite luminescence, overnight; stronger effect = lower value; cells stimulated with P. aeruginosa culture filtrate; 360,000 compounds, 0.36% hits; activity change (cytotoxicity), % at 5 µM;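 active = corrected activity change at or below -50% at 5 µM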
aDG glyco up = increases alpha dystroglycan glycosylation | Pro5-aDG cells, alpha-DG glycosylation AlphaScreen (IIH6); 0% Pro5, 100% B10-LARGE cell signal | activation, % at 10 µM | 360,000 compounds, 0.22% hits;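 active = activation of at least 8% versus controls, or a plate z-score of at least 8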;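 also: Pro5 are CHO cells carrying HIG-tagged alpha-DG that lacks glycosylation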
TWEAK-Fn14 inh = TWEAK-Fn14 signaling inhibition; TWEAK-stimulated Fn14 reporter cells, luciferase luminescence, 8 h; inhibition, % at 10 µM; 360,000 compounds, 2% hits; in the data active = inhibition above about 50%
NR2E3 ag-2 = activates human photoreceptor nuclear receptor NR2E3; Q9Y5X4; GST-NR2E3/biotin-RetCOR TR-FRET, 1536-well; inhibition of corepressor binding, % at 4.78 µM; 320,000 compounds, 0.12% hits; AID 2300;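 active = percent inhibition above the cutoff of mean plus 3 SD of all tested compounds, set per screening campaign, cut at about 20% in these data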;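 also: 0% = DMSO wells and 100% = biotin wells as full block of FRET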
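Material: NR2E3–RetCOR corepressor complex / Amount: 1.35 nM GST-NR2E3 / Medium: Tris pH 7.5 / Compound: single nominal compound dose of 4.8 µM / Incubation: 5 h at 4 °C / Technique: TR-FRET, Eu(K)-anti-GST donor, streptavidin-D2 acceptor, ex 340, em 617/671 nm / Read-out basis: percent loss of FRET ratio relative to control wells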
Numbers without * were called inactive; . = not tested or not shown.

Value order: TRPM1 prom inh | HIF-2a block | NR2E3 ag-1 | KKLEB tox | TWEAK-Fn14 inh | CF NFkB block | NR2E3 ag-2 | Shn3 inh set2 | aDG glyco up | Peg3 promoter | hiPSC survival
O=C(CSc1nnc(SCc2ccc(Cl)cc2)s1)N/N=C/c1c[nH]c2ccccc12
 : -6 | 4 | -21 | -10 | 13 | 0 | -3 | 25 | 0.0 | 16 | -0.3
CN1CCC(N(C)S(=O)(=O)c2ccc(NC(=O)c3cccc(C#N)c3)cc2)CC1
 : -14 | 15 | 5 | 0 | 6 | -3 | -4 | 1 | 0.1 | 2 | -0.1
COc1cc(Br)cc2cc(C(=O)OC3CCN(C)CC3)c(=O)oc12
 : 0 | 21 | -5 | -9 | 42 | 35 | 3 | 5 | 0.1 | 36 | -5.2
Cc1cccc(-n2ncc3c(N4CC(C)CC(C)C4)ncnc32)c1 (stereo not drawn)
 : -81 | -324 | -119 | -10 | 11 | 3 | 4 | -1 | 0.5 | -362 | -0.3
O=S1(=O)CCOC[C@H](c2ccccc2)N1Cc1cccc(F)c1
 : -3 | 5 | -12 | -18 | -23 | 13 | 1 | 10 | 0.6 | 11 | -2.3
CCC(C)(C)n1nnnc1C(c1ccc(OC)c(OC)c1)N1CCN(c2ccc(F)cc2)CC1 (stereo not drawn)
 : 16 | 14 | -14 | 5 | -2 | 2 | 1 | . | 0.7 | 6 | 0.6
COc1ccc(Cc2[nH]n3c(=O)cc(C)nc3c2-c2ccccc2)cc1
 : 22 | 22 | 15 | -4 | 15 | 8 | 6 | 45 | -0.2 | 16 | 0.4
O=C(NCCc1c[nH]c2ccccc12)C(=O)NCC(c1ccco1)N1CCN(c2ccccc2F)CC1 (stereo not drawn)
 : 7 | 8 | -7 | -12 | 30 | 7 | -1 | 5 | 1.5 | -7 | -0.9
Cc1ccc(S(=O)(=O)Nc2cccnc2)cc1C
 : 3 | 7 | -6 | 10 | 4 | 10 | 6 | 4 | 0.1 | 1 | -0.1
Cc1cccc(N2CCN(C(=O)CNC(=O)C3CCCCC3)CC2)c1C
 : -20 | -110 | 26 | -5 | 6 | 10 | . | -3 | 0.8 | -135 | 0.0
COC(=O)CCC(=O)NNC(=O)c1cccc(Br)c1
 : -6 | 4 | -4 | -1 | -3 | 0 | 1 | -13 | 0.0 | -14 | -0.4
O=C(CSc1nc2c(sc3ccccc32)c(=O)n1CCO)NCc1ccco1
 : 6 | 12 | -6 | 6 | 6 | 1 | 4 | 23 | 0.0 | -7 | -1.6
OC[C@@H]1CN(Cc2ccc3c(c2)OCO3)C[C@H](n2cnc3c(NCc4ccco4)ncnc32)O1
 : . | 11 | -15 | 14 | -21 | -28 | . | 17 | 0.0 | -2 | 4.2
Cc1ccc2ncccc2c1NC(=S)NC(=O)c1ccccc1
 : 31 | 9 | 2 | -10 | 3 | 8 | 0 | 37 | 0.6 | 23 | -0.8
Cc1ccc(C)c(/C=N/NC(=S)NC(C)C)c1
 : -9 | -8 | 2 | 17 | -3 | 0 | -4 | 13 | 0.7 | -26 | -2.3

Shown with tabs: part of the list above.
smiles	TRPM1 prom inh	HIF-2a block	NR2E3 ag-1	KKLEB tox	TWEAK-Fn14 inh	CF NFkB block	NR2E3 ag-2	Shn3 inh set2	aDG glyco up	Peg3 promoter	hiPSC survival
O=C(NCCc1c[nH]c2ccccc12)C(=O)NCC(c1ccco1)N1CCN(c2ccccc2F)CC1 (stereo not drawn)	7	8	-7	-12	30	7	-1	5	1.5	-7	-0.9
Cc1ccc(S(=O)(=O)Nc2cccnc2)cc1C	3	7	-6	10	4	10	6	4	0.1	1	-0.1
Cc1cccc(N2CCN(C(=O)CNC(=O)C3CCCCC3)CC2)c1C	-20	-110	26	-5	6	10	.	-3	0.8	-135	0.0
COC(=O)CCC(=O)NNC(=O)c1cccc(Br)c1	-6	4	-4	-1	-3	0	1	-13	0.0	-14	-0.4
O=C(CSc1nc2c(sc3ccccc32)c(=O)n1CCO)NCc1ccco1	6	12	-6	6	6	1	4	23	0.0	-7	-1.6
OC[C@@H]1CN(Cc2ccc3c(c2)OCO3)C[C@H](n2cnc3c(NCc4ccco4)ncnc32)O1	.	11	-15	14	-21	-28	.	17	0.0	-2	4.2
Cc1ccc2ncccc2c1NC(=S)NC(=O)c1ccccc1	31	9	2	-10	3	8	0	37	0.6	23	-0.8
Cc1ccc(C)c(/C=N/NC(=S)NC(C)C)c1	-9	-8	2	17	-3	0	-4	13	0.7	-26	-2.3

Next compounds
Value order: TRPM1 prom inh | HIF-2a block | NR2E3 ag-1 | KKLEB tox | TWEAK-Fn14 inh | CF NFkB block | NR2E3 ag-2 | Shn3 inh set2 | aDG glyco up | Peg3 promoter | hiPSC survival
COc1ccc(OC)c(-c2c[n+](=O)c3c(n2[O-])CCCC3)c1
 : -13 | 12 | 9 | -10 | 8 | 2 | 3 | -16 | 0.0 | 6 | 3.4
COc1ccc(OC)c(NC(=O)CSc2nnc(C3CCCCC3)n2N)c1
 : 1 | 6 | 25 | 12 | -1 | -3 | 1 | -4 | 0.2 | -267 | -0.5
CC(c1ccccc1)n1c(Br)nc2c1c(=O)[nH]c(=O)n2C (stereo not drawn)
 : 0 | 10 | -21 | -8 | -12 | 11 | 3 | 11 | -0.1 | 9 | -0.5
O=C(NCCc1c[nH]c2ccccc12)C1CCN(Cc2ccc(Br)cc2)CC1
 : 19 | -41 | 0 | -4 | 37 | 10 | 2 | 19 | 0.2 | -5 | 0.1
COC(=O)C1(CCSC)NC(c2ccccc2OC)C2C(=O)N(C)C(=O)C21 (stereo not drawn)
 : 11 | -10 | -32 | 9 | -2 | 4 | -1 | -1 | 3.4 | -27 | 0.3
COc1cccc(C(=O)NNC(=O)C2CC(C)=C(C)CC2C(=O)O)c1 (stereo not drawn)
 : -7 | 2 | 7 | 12 | -4 | -10 | 2 | -6 | 0.2 | 17 | 1.5
CC(C)[C@@H]1Cc2[nH]c(=O)[nH]c(=O)c2[C@H](C)O1
 : . | 14 | -4 | . | 11 | . | . | . | 0.0 | . | -0.2
CCOc1cccc2sc(N(CCCN(C)C)C(=O)c3ccc(S(=O)(=O)N(C)c4ccccc4)cc3)nc12
 : 36 | 6 | -7 | -1 | 0 | 13 | 1 | 1 | 4.0 | 2 | -2.7
CCCNC(=O)c1ccccc1NC(=O)COc1cccc2c1OC(C)(C)C2
 : 2 | -8 | -15 | -18 | 7 | 20 | -4 | 7 | -0.1 | 37 | 0.1
Cc1cc2c(=O)oc(-c3ccc(Br)cc3)nc2s1
 : 1 | -169 | -21 | -13 | 39 | 18 | 0 | -19 | -0.1 | -111 | -0.6
COc1ccc(CN2CCNC(=O)C2CC(=O)NCC2CCOCC2)c(F)c1 (stereo not drawn)
 : 3 | 4 | 3 | 10 | 4 | -17 | 3 | 0 | 0.1 | 10 | -0.4
CC1(C(=O)Nc2nc3ccccc3s2)CC1(Br)Br (stereo not drawn)
 : -80 | -235 | -33 | -2 | -10 | -1 | . | -1 | 0.6 | -192 | -0.6
Cc1c(O)cc2c(c1O)C(=O)CC(c1ccc(O)cc1)O2 (stereo not drawn)
 : . | 16 | -9 | 1 | 11 | 8 | 6 | -16 | 4.7* | 3 | 4.5
CCc1nc2c(OCCOc3ccccc3)cccn2c1N(C)C(=O)c1ccccc1F
 : . | 6 | -27 | 1 | -20 | 13 | . | 6 | 0.0 | 8 | 1.0
COc1cc(-c2cc(C(=O)Nc3ccc(S(N)(=O)=O)cc3)c3ccccc3n2)cc(OC)c1OC
 : 8 | 0 | -41 | 6 | 28 | -17 | 0 | 14 | 0.0 | 28 | -0.7
CC(C)(C)OC(=O)CC[C@@H](C(=O)N1CCN(C(=O)OC(C)(C)C)CC1)n1cc(C(Cc2ccc(O)cc2)NC(=O)OC(C)(C)C)nn1 (stereo partly drawn)
 : 9 | 1 | -14 | 2 | 17 | 23 | 4 | 10 | 0.3 | 16 | -2.5
CCCn1c(SCC(=O)NCc2ccc(C)cc2)n[nH]c1=O
 : -14 | 4 | -4 | 9 | -6 | -15 | 2 | -18 | 0.4 | 8 | -0.6
C=CCNC(=S)N1CCN(c2ncc3c(=O)c(C(=O)O)cn(CC)c3n2)CC1
 : 2 | 14 | -13 | -2 | -23 | -2 | 3 | 3 | -0.1 | 1 | -1.0
COc1cccc(-n2nnc3c(=O)n(Cc4ccc(F)cc4)cnc32)c1
 : 5 | -48 | 7 | 0 | -39 | -5 | 1 | 3 | -0.2 | -12 | -0.1
CCc1cc2c(SC(C)C(=O)NC3CCCC3)ncnc2s1 (stereo not drawn)
 : 8 | 0 | 19 | -7 | 0 | -8 | . | 11 | 0.0 | 13 | 1.9
O=C(CN(C(=O)c1csnn1)c1ccc(F)c(Cl)c1)NCc1ccc2c(c1)OCO2
 : -1 | 1 | -6 | -5 | -7 | -9 | 2 | -14 | 0.2 | -1 | 0.2
CCCn1cnc2cc(NCc3cccc(OC)c3)ccc21
 : -62 | -162 | -30 | -12 | 73* | 5 | -1 | -61 | 0.2 | -141 | 2.6
Cc1cc(N2CCCC2)ccc1NC(=O)COc1ccccc1
 : 0 | -14 | -16 | -22 | -19 | 11 | . | 8 | -0.1 | -40 | -0.1
O=C(O)C(c1ccccc1)C1CCCCC1O (stereo not drawn)
 : -7 | 19 | 5 | -18 | 15 | 22 | . | -5 | 0.2 | -7 | -1.1
COCC(C)n1c(C)cc(C(=O)COc2ccc(S(=O)(=O)N3CCOCC3)cc2Cl)c1C (stereo not drawn)
 : -2 | -2 | -13 | 4 | 20 | -11 | 0 | 13 | -0.5 | 14 | 0.3
Cc1nn(Cc2ccccc2Cl)c(C)c1NC(=O)CCCn1nc(C)c([N+](=O)[O-])c1C
 : 10 | 24 | -11 | 2 | 10 | 10 | 2 | -2 | -0.2 | 20 | -0.3
O=C(COC(=O)c1ccc(Cl)nc1)Nc1nnc(-c2ccccc2)o1
 : -8 | -3 | 16 | -3 | -1 | 8 | 8 | -1 | 0.2 | -14 | 0.3
Cc1ccccc1NC(=O)Cn1nc(C(F)(F)F)cc1C1CC1
 : -1 | 18 | 18 | -6 | 3 | 10 | 3 | 4 | -0.2 | -7 | 0.3
CN(c1ccccc1)S(=O)(=O)c1cccc(NC(=O)CSc2nccc(=O)[nH]2)c1
 : 3 | 11 | -3 | -12 | 3 | -8 | . | -1 | -0.2 | 3 | -2.6
Cn1c(SCc2nc3ccccc3c(=O)[nH]2)nnc1-c1ccco1
 : 13 | 8 | -13 | -4 | -2 | -2 | 2 | -7 | -0.1 | -20 | 0.5
CN(CCc1ccccc1)C(=O)c1cccc(NC(=O)Cc2cccc(NC(=O)C3CCN(C(=O)C4CCCC4)CC3)c2)c1
 : -3 | -15 | -4 | -2 | 25 | 13 | . | -8 | -0.1 | 1 | -2.3
O=C(NNC(=O)c1ccc2ccccc2c1)c1ccc(Cl)cc1
 : 10 | 0 | -6 | 0 | -25 | -40 | . | 5 | -0.2 | 9 | 12
CCCOc1ccc(N2C(=O)CC(N(O)c3ccccc3)C2=O)cc1 (stereo not drawn)
 : -70 | -180 | -44 | -6 | -21 | -6 | -4 | -16 | 0.3 | -73 | 1.8
